Growth percent in the NCI-60 one-dose screen (48 h, 10 µM unless noted): 100 = growth as untreated, 0 = no growth, -100 = all killed.
HS 578T = HS 578T breast cancer | 78,000 tested, 4.1% active | AID 1794788
BT-549 = BT-549 breast cancer. AID 1794793. 78,000 tested, 4.4% active
MDA-MB-231 = MDA-MB-231 breast cancer; 81,000 tested, 5% active; AID 1794789
SR = SR leukemia cells | 73,000 tested, 8.7% active | AID 1794780
MCF7 = MCF7 breast cancer. 82,000 tested, 6.3% active. AID 1794796
MDA-MB-468 = MDA-MB-468 breast cancer; 78,000 tested, 8.5% active
K-562 = K-562 leukemia; 78,000 tested, 7.4% active; AID 1794777
T-47D = T-47D breast cancer | 79,000 tested, 5% active | AID 1794792
Starred values were filed as active, the others as inactive; . = no result given; & = joins results of further samples. How the source made its calls: active means growth percent below 10; inactive means the rest.

SMILES | HS 578T | BT-549 | MDA-MB-231 | SR | MCF7 | MDA-MB-468 | K-562 | T-47D
N#Cc1c(NCc2ccccc2Br)sc2c1CCCC2 | 98 | 113 | 100 | 122 | 96 | 112 | 101 | 95
COc1cc(CNC(=O)C[C@H](C)CCC=C(C)C)ccc1OCc1cn(-c2cccc(C(F)(F)F)c2)nn1 | 94 | 92 | 87 | 42 | 57 | 65 | 59 | 32
Oc1cccc(C(F)(F)F)c1 | 122 | . | 106 | 98 | 84 | 105 | 96 | 102
CN1CCN(/C=C2\CC(C(=O)NCc3ccc(Cl)cc3Cl)NC2=O)CC1 (configuration not stated) | 103 | 136 | 104 | 90 | 103 | 103 | 96 | 113
N#Cc1ccc([C@H]2c3[nH]c4ccccc4c3C[C@H]3C(=O)N(CCCCCCC(=O)NO)CC(=O)N23)cc1 | 111 | 107 | 102 | 92 | 88 | 96 | 102 | 101
O=C1NC(=O)C(=Cc2cn(Cc3ccccn3)c3ccccc23)C(=O)N1 | 95 | 99 | 108 | 93 | 88 | -51* | 76 | 100
NC(CC(=O)NO)C(=O)O (configuration not stated) | 96 | 92 | . | . | 98 | 90 | 113 | .
O=C(O)CCCc1ccccc1 | 118 | 105 | 117 | 97 | 104 | 109 | . | 101
CN(C)C(=S)Sc1nc2ccccc2s1 | 51 | 54 | 65 | 32 | 86 | 48 | 40 | 74
CS(=O)(=O)c1ccc(-c2nc3ccccc3n2CC(=O)NCN)cc1 | 99 | 90 | 98 | . | 88 | 111 | . | 88
Cn1c(=S)sc2ccc3ccccc3c21 | 93 | 93 | 109 | 90 | 103 | . | . | 86
O=C1CC(c2ccsc2)c2snc(-c3cccc(F)c3)c2N1 (configuration not stated) | 98 | 91 | 102 | 72 | 102 | 85 | 81 | 92
COc1ccc(C2CC(c3cccc(Nc4ccncc4)c3)=NN2C(C)=O)cc1 (configuration not stated) | 81 | 109 | 91 | 86 | 87 | 103 | 56 | 81
COc1ccc(N=c2nc3sc4c(C)ccc(C)c4n3c(N)c2C#N)cc1 | 97 | 108 | 90 | 104 | 96 | 117 | 82 | 92
C/C(Cc1ccccc1)=N\NC(N)=S | 92 | 108 | 98 | 89 | 25 | 16 | 58 | 46
CCOc1cccc(-c2nc(N)nc(Nc3ccccc3SSc3ccccc3Nc3nc(N)nc(-c4cccc(OCC)c4)n3)n2)c1 | 69 | 79 | 52 | 7.6* | 70 | 107 | 69 | 44
COc1ccc(NC(=O)c2ccc(Nc3ncnc4[nH]c(C)c(C)c34)cc2)cc1 | 113 | 99 | 104 | 89 | 100 | 119 | 105 | 89
CCN1C(=O)/C(=C/c2ccc(Cl)cc2Cl)SC1=S | 99 | 94 | 87 | 68 | 97 | 94 | 79 | 78
C/C(=C/c1ccccc1)OC(=O)c1ccccc1 | 108 | 105 | 102 | 93 | 102 | 110 | 115 | 96
COCCN(CCOC)/N=N/c1nc[nH]c1C(N)=O | 112 | 101 | 96 | 88 | 88 | 96 | 83 | 104
O=C(Nc1ccc(OS(=O)(=O)c2ccc(C(F)(F)F)cc2)cc1)C1CCCC1 | 108 | 88 | 97 | 89 | 92 | 91 | 87 | 87
Cc1ccc(C(=O)/C(=C\c2ccc([N+](=O)[O-])cc2)S(=O)Cc2ccc(Cl)cc2)cc1 (configuration not stated) | 37 | 62 | 24 | 6.1* | 15 | 24 | . | -19*
COC(=O)C1=CC(=O)n2nc3n(-c4ccccc4)c(=O)/c(=C\c4ccc(OC)cc4)n3c2=NN1 | 98 | 97 | 95 | 109 | 91 | 112 | 98 | 94
O=C(CSc1nc2sc3c(c2c(=O)n1-c1ccc(Cl)cc1)CCCC3)N/N=C/c1ccc(F)cc1 | 115 | 116 | 86 | 40 | 75 | 129 | 45 | 109
Cn1cc(-c2cc(-c3cn(C)c4ccc(Cl)cc34)on2)c2cc(Cl)ccc21 | 104 | 116 | 94 | 94 | 98 | . | 95 | 89
O=C1COc2ccccc2C(=O)N1CCCCN1CCCCC1 | 102 | 79 | 109 | 90 | 80 | 76 | 50 | 51
CC(O)(c1ccccc1)C(c1ccccc1)C1CCCCN1 (configuration not stated) | 107 | 36 | 94 | 101 | 110 | . | 96 | 94
COC(=O)CCC1=C(CC(=O)OC)c2ccccc2CC1 | 150 | 83 | 110 | 111 | 104 | 103 | 102 | 109
CCOC(=O)Sc1nc2ncncc2[nH]1 | 108 | 114 | 102 | 134 | 95 | 107 | 116 | 107
COc1ccc(C)cc1S(=O)(=O)c1ccc([N+](=O)[O-])cc1Cl | 102 | 103 | 104 | 90 | 79 | 83 | 90 | 89
C[C@@H](O)[C@@H]1CC[C@]2(CO)CC[C@]3(C)[C@H](CC[C@@H]4[C@@]5(C)C/C(=C/c6cccnc6)[C@H](O)C(C)(C)[C@@H]5CC[C@]43C)[C@@H]12 | 99 | 103 | 93 | 86 | 96 | 90 | 90 | 83
COC1=CC(c2ccc[nH]2)=N/C1=C\c1[nH]c(C)c(CC(=O)NCc2ccccc2)c1C | 25 | 40 | 0.7* | -29* | 11 | 27 | 0.2* | 15
Oc1cccc2ccc(-c3nnc(SCc4ccc(O)c5ncccc45)o3)nc12 | 8.4* | 16 | 27 | 26 | 5.0* | 0.7* | 15 | 16
CSCCC(NCCC#N)C(=O)O (configuration not stated) | 100 | 109 | 97 | 96 | 97 | 89 | 101 | 102
Cc1sc2ccccc2[n+]1C | 110 | . | 114 | 100 | 91 | 117 | 97 | 98
CCC1(C)c2c(cc([N+](=O)[O-])c(C)c2[N+](=O)[O-])C(C)(C)C1C (configuration not stated) | 105 | 104 | 97 | 98 | 103 | 108 | 114 | 92
O=C(Oc1c(Cl)c(Cl)c(Cl)c(Cl)c1Cl)c1ccc(Cl)cc1 | 83 | . | 77 | 102 | 96 | 109 | 96 | .
CC(O)COCC(C)OC1CC(C)CC(C)(C)C1 (configuration not stated) | 104 | 107 | 100 | . | 101 | 118 | . | 129
C=C1C(=O)O[C@H]2[C@H]1CC/C(COC(=O)/C=C\C(=O)NCc1ccc(Cn3c(=O)sn(CCCCC)c3=O)cc1)=C\CC[C@@]1(C)O[C@@H]21 | 98 | 86 | 71 | 60 | 37 | 47 | 13 | 72
Cc1nn(-c2ccccc2)c2nc(NC(C)c3ccccc3)c(C#N)cc12 (configuration not stated) | 88 | 105 | 63 | . | 73 | 102 | 87 | 65
Cn1c(=O)c2nc(CCC(=O)Nc3ccccc3)c(=O)[nH]c2n(C)c1=O | 78 | 108 | 100 | 115 | 95 | 84 | 107 | 105
CCOC(=O)CC1(C)OCC(C)(C)CO1 | 108 | 113 | 121 | 98 | 104 | 104 | 106 | 101
CCCCCC1O[C@@H]2CC[C@H]1NC(N)=N2 (some centres not stated) | 114 | 106 | 99 | . | 92 | 94 | 117 | 98
CC1OC(OC2C(OC3CCC4(C)C(CCC5(C)C4CC=C4C6CC(C)(C)CCC6(CO)C(O)CC45C)C3(C)C)OC(C(=O)O)C(OC3OC(COC4OC(CO)C(O)C(O)C4O)C(O)C(O)C3O)C2O)C(O)C(O)C1O (configuration not stated) | -35* | -92* | -86* | -44* | -68* | -81* | -31* | -73*
O=C(OC(=O)c1ccccc1)c1ccccc1 | 106 | . | 109 | 106 | 94 | 101 | 105 | 112
CCOC(=O)c1ccc([N+](=O)[O-])cc1 | 101 | . | 105 | 91 | 97 | 113 | 100 | 106
COc1cc(/C=C2\C=C(c3ccccc3)N(CCc3ccccc3)C2=O)cc(OC)c1OC | 23 | 91 | 5.9* | 86 | 71 | 89 | 94 | 57
O=c1c(-c2nc3ccccc3[nH]2)cc2ccccc2n1Cc1cn(Cc2cccc(Cl)c2)nn1 | 90 | 95 | 75 | 81 | 76 | 86 | 98 | 97
CCCC(OC(=O)CCl)C(CC)COC(=O)CCl (configuration not stated) | 98 | 102 | 112 | 95 | 94 | 113 | 102 | 109
Oc1ccc(/C=N\NC(=S)N/N=C/c2ccc(O)cc2O)c(O)c1 | 95 | 102 | 99 | 41 | 86 | 77 | 49 | 91

Sorted by heavy-atom count (rising): part of the list above.
SMILES | HS 578T | BT-549 | MDA-MB-231 | SR | MCF7 | MDA-MB-468 | K-562 | T-47D
CCOC(=O)CC1(C)OCC(C)(C)CO1 | 108 | 113 | 121 | 98 | 104 | 104 | 106 | 101
O=C(OC(=O)c1ccccc1)c1ccccc1 | 106 | . | 109 | 106 | 94 | 101 | 105 | 112
CCCC(OC(=O)CCl)C(CC)COC(=O)CCl (configuration not stated) | 98 | 102 | 112 | 95 | 94 | 113 | 102 | 109
Oc1ccc(/C=N\NC(=S)N/N=C/c2ccc(O)cc2O)c(O)c1 | 95 | 102 | 99 | 41 | 86 | 77 | 49 | 91
Cn1c(=O)c2nc(CCC(=O)Nc3ccccc3)c(=O)[nH]c2n(C)c1=O | 78 | 108 | 100 | 115 | 95 | 84 | 107 | 105
COc1cc(/C=C2\C=C(c3ccccc3)N(CCc3ccccc3)C2=O)cc(OC)c1OC | 23 | 91 | 5.9* | 86 | 71 | 89 | 94 | 57

(more compounds)
SMILES | HS 578T | BT-549 | MDA-MB-231 | SR | MCF7 | MDA-MB-468 | K-562 | T-47D
CC(=O)Nc1c(Cl)cc(Cl)c2c1Cc1cc(Cl)ccc1-2 | 113 | . | 95 | 42 | 77 | 112 | 74 | 97
O=c1c2cc(F)ccc2nc(SCc2ccc(Cl)cc2)n1-c1ccc(Cl)cc1 | 48 | 89 | 57 | 86 | 81 | 70 | 91 | 87
COc1ccc(S(=O)(=O)N2C(=O)N(S(=O)(=O)c3ccc(OC)cc3)[C@H](OC)[C@H]2OC)cc1 | 106 | 97 | 94 | . | 97 | 100 | 104 | 90
COc1ccc(/C=C/c2ccc(OC)cc2)cc1 | 117 | 110 | 111 | 78 | 97 | 114 | 102 | 110
FC1(F)CCN(Cc2c[nH]c3cc(Cl)ccc23)C[C@H]1CCc1ccccc1 | 57 | 56 | 69 | 52 | 41 | 9.3* | 31 | 45
COc1ccc(/C=C2\COc3ccc(O)c(O)c3C2=O)c(OC)c1OC | 28 | 47 | -2.2* | 9.5* | 15 | 7.7* | 9.9* | 12
O=C(OCC(O)C(=O)NC12CC3CC(CC(C3)C1)C2)c1ccccc1C(=O)OCC(F)(F)F (configuration not stated) | 87 | 98 | 89 | 82 | 88 | 95 | 88 | 89
O=C(O)C(c1ccccc1)C(O)c1ccccc1 (configuration not stated) | 100 | 110 | 102 | 95 | 95 | 101 | 100 | 94
N#C/C(=C\c1cccc2cnccc12)n1nnc2cccc(F)c21 | 47 | 17 | 32 | . | 19 | 32 | 12 | 23
C=C1C(=O)O[C@H]2[C@H]1CC/C(COC(=O)NCc1ccc(Cn3c(=O)sn(CCCC)c3=O)cc1)=C\CC[C@@]1(C)O[C@@H]21 | 78 | 53 | 38 | 17 | 7.2* | 12 | 0.9* | 26
COC(=O)c1[nH]c(=O)c(C#N)c(C(=O)OC)c1-c1ccc(F)cc1 | 81 | 111 | . | . | 91 | 107 | 102 | .
CC1(C)CC2(C)OCCN2C(=S)N1 (configuration not stated) | 102 | 106 | 108 | 102 | 91 | 97 | 111 | 87
CS(=O)(=O)Nc1cccc(-c2ccc3ncnc(Nc4cncc(Cl)c4)c3c2)c1 | -2.6* | 35 | 1.4* | -10* | 16 | -39* | 17 | -22*
CCOC(=O)c1cc2c(n(C)c1=O)-c1cnn(-c3ccc(OC)cc3)c1CC2 | 119 | 101 | 98 | 87 | 97 | 93 | 104 | 83
CCC(=O)NC(C)c1ccccc1 (configuration not stated) | . | 110 | 96 | 98 | 94 | 116 | 106 | 98
CCCCOCCOC(c1cc2c(cc1Br)OCO2)C(C)Br (configuration not stated) | . | 108 | 103 | . | 105 | 99 | 103 | 90
Cc1cc(C)n(C(=O)COc2ccc3c(C)c(Cc4ccccc4)c(=O)oc3c2C)n1 | 98 | 110 | 105 | 94 | 98 | 96 | 107 | 97
CN1CCC(n2cc(Nc3ncc4c(=O)n(-c5c(Cl)cccc5Cl)cc(Br)c4n3)cn2)CC1 | 45 | 57 | 22 | -21* | 19 | 13 | 6.5* | 37
COc1ccc(Nc2[nH]n3c(=O)cc(C)nc3c2C(N)=O)c(OC)c1 | 99 | 95 | 85 | . | 93 | 97 | 101 | 80
O=C1CCC(=O)N1C1CCCCC1 | 98 | 102 | 103 | 96 | 96 | 97 | 107 | 86
Nc1[nH]c(=O)[nH]c(=O)c1N=O | 112&106 | 114&108 | 115&94 | 100&98&100 | 107&107&102 | 102&111&108 | 107&92&110 | 104&110&96
CCOC(=O)c1sc(NC(=O)/C=C/c2ccc(OC)c(OC)c2)nc1N1CCOCC1 | 66 | 84 | 94 | 57 | . | 104 | 68 | 57
COc1cc(N)ccc1O | 82 | . | 96 | 104 | 90 | 105 | 98 | .
CC1(C)C(=O)/C(=C\c2ccc(C(F)(F)F)cc2)C[C@]2(C)[C@H]3CC[C@@H]4[C@H]5[C@H](C(=O)/C=C/c6ccc(C(F)(F)F)cc6)CC[C@]5(CO)CC[C@@]4(C)[C@]3(C)CC[C@@H]12 | 96 | 96 | 98 | 82 | . | 104 | 87 | 76
CN=C(NC)NCc1ccccc1 | 101 | 106 | 114 | 112 | 109 | 103 | 113 | 103
COc1cccc(-c2nc3ccccc3s2)c1O | 92 | 90 | 71 | . | 53 | 40 | 94 | 43

Look-ups from above.
For MCF7, O=C1COc2ccccc2C(=O)N1CCCCN1CCCCC1 has the entry 80
For HS 578T, COc1cc(/C=C2\C=C(c3ccccc3)N(CCc3ccccc3)C2=O)cc(OC)c1OC has the entry 23
